From PubChem
UPR XBP1 act – activators of adaptive XBP1 UPR arm, primary screen, cell-based, CHO-XBP1 luciferase reporter, luminescence, uHTS; IRE1-XBP1 UPR activation; percent of tunicamycin response, DMSO as zero; activation, % at 20 µM; 330,000 tested, 0.33% active; AID 463104, 2010;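 active = versus positive control, 20 µM dose yields 30% or more activation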;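 note: 100% = tunicamycin at 10 µg/mL and 0% = DMSO only wells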
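Test system: CHO-XBP1 luciferase reporter cells | Buffer or medium: Serum-containing F12 medium, 10% FBS | Schedule: 6 h compound exposure at 37 °C, 5% CO2 | Detection: Steady-Glo luciferase glow luminescence, 10 min after reagent addition | Read-out basis: Activation, % of tunicamycin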
CXCR6 inh – CXCR6 receptor inhibitors, primary screen, cell-based, beta-arrestin, luminescence, CHO-K1 PathHunter, 1536-well. inhibition, % at 20 µM. AID 602244, 2012. C-X-C chemokine receptor type 6 (Homo sapiens), O00574. 360,000 tested, 0.36% active; in the data active = inhibition above about 34%, passing the limit was not always enough;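 note: antagonist mode with CXCL16 agonist at 10 nM final; 0% = 10 nM CXCL16 with DMSO and 100% = unstimulated wells without agonist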
Target sequence (O00574 whole entry, looked up): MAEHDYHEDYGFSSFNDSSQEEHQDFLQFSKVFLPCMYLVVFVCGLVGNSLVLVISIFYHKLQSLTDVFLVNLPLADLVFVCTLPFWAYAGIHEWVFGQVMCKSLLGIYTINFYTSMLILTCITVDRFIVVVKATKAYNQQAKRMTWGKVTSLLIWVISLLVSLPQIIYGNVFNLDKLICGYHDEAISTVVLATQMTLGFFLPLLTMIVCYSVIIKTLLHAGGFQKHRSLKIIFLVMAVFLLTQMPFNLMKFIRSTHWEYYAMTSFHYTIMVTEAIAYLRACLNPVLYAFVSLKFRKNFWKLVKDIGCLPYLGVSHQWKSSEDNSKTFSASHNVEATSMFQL
CCR6 antag – CCR6 receptor antagonists, primary screen, cell-based, CHO-K1, luminescence, beta-arrestin, uHTS | C-C chemokine receptor type 6 (Homo sapiens), P51684 | CHO-K1 CCR6 PathHunter beta-arrestin, CCL20-stimulated | inhibition, % at 20 µM | 340,000 tested, 0.49% active;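 active = compounds whose inhibition of the agonist-driven luminescence signal at 20 µM reaches about 50%, limit read from the data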;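 note: cells stimulated with CCL20 at 14 nM final; plate controls were DMSO with CCL20 for no effect and DMSO without agonist for full effect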
Target sequence (P51684 whole entry, looked up): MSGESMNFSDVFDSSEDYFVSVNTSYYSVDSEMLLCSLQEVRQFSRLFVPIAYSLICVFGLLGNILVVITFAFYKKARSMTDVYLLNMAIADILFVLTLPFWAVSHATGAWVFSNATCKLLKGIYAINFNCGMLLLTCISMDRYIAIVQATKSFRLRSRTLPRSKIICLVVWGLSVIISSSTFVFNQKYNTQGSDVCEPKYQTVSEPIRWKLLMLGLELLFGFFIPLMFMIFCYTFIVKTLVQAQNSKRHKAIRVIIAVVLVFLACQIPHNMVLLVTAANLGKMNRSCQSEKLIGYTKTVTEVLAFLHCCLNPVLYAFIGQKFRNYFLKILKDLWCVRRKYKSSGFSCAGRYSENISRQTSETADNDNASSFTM
tim23-1 inh – growth inhibitors of tim23-1 mutant yeast, primary screen, luminescence, uHTS | S. cerevisiae tim23-1 growth, BacTiter-Glo luminescence, 24 h | inhibition, % at 20 µM | 330,000 tested, 1.3% active;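 active = growth inhibition of the mutant yeast at or above 50%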;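 note: temperature-sensitive mutant grown at 25 °C; plate controls were DMSO-treated mutant yeast for no effect and medium wells lacking yeast for full effect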
UPR CHOP act – activators of apoptotic CHOP UPR arm, primary screen, cell-based, CHO-CHOP luciferase reporter, luminescence, uHTS | UPR activation; percent of tunicamycin response over DMSO baseline | activation, % at 10 µM | 330,000 tested, 0.34% active;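 active = at 10 µM dose, activation of 40% or more, normalized to positive control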;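 note: 100% = tunicamycin at 10 µg/mL and 0% = DMSO alone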
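Material: CHO-CHOP cells, stable luciferase reporter of PERK-eIF2a-CHOP signalling; quantity: 500 reporter cells seeded per well; buffer or medium: F12 medium containing 10% fetal bovine serum; compound: one dose, 10 µM in 0.5% DMSO; incubation: 6 h compound treatment, 37 °C; measured by: Steady-Glo luciferase luminescence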
EBI2 antag – EBI2 receptor antagonists, beta-arrestin recruitment, primary screen, cell-based, luminescence, 7a,25-OHC stimulation, uHTS. G-protein coupled receptor 183 (Homo sapiens), P32249. 7a,25-OHC stimulated. inhibition, % at 5 µM. 360,000 tested, 0.81% active. AID 651636, 2012; in the data active = inhibition above about 38%;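 note: enzyme fragment complementation signal reports receptor beta-arrestin coupling in cells; 0% = agonist plus DMSO wells and 100% = wells without agonist; some results beyond the cut were filed as inactive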
APJ antagonist – antagonists of human apelin receptor APJ, primary screen, CHO-K1 cells, beta-arrestin complementation, luminescence. P35414. inhibition, % at 20 µM. 330,000 tested, 0.32% active;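 active = inhibition above about 40% at 20 µM, limit read from the data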;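 note: cells challenged with 10 nM apelin-13 agonist together with compound; plate controls were apelin-13 plus DMSO wells for no effect and DMSO wells lacking apelin-13 for full effect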
Target sequence (P35414 whole entry, looked up): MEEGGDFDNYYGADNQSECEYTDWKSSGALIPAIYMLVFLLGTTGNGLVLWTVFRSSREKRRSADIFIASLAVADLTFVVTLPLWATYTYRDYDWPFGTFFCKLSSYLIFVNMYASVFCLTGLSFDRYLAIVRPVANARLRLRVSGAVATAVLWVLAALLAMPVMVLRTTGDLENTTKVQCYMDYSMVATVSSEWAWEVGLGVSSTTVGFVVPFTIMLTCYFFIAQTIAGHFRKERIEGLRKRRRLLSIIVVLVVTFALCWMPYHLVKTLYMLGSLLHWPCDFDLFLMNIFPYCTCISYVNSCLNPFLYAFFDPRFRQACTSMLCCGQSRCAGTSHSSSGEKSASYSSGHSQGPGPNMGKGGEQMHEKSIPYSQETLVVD
Mdm2 MdmX PPI – inhibitors of human Mdm2-MdmX association, primary screen, cell-based, luminescence, split luciferase, SaOS-2, uHTS | Protein Mdm4 (Homo sapiens) + E3 ubiquitin-protein ligase Mdm2 (Homo sapiens), … | SaOS-2 split-luciferase Mdm2/MdmX complementation | inhibition, % at 8 µM | 330,000 tested, 3% active;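 active = inhibition of at least 50% at 8 µM in the primary screen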
APJ agonist – agonists of human apelin receptor APJ, primary screen, CHO-K1 cells, PathHunter beta-arrestin, luminescence; P35414; 0% DMSO wells, 100% apelin; activation, % at 20 µM; 330,000 tested, 0.11% active; AID 2520, 2010;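 active = activation more than six SD over the plate average, tested at 20 µM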;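 note: 0% = DMSO alone and 100% = apelin-13 at 10 nM; some results filed as inactive read as strong as hits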
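Test system: CHO-K1 APJ beta-arrestin complementation cell line | Compound: Single test compound dose, 20 µM final, 1% DMSO | Incubation: Compound 90 min 25 °C, reagent 1 h | Measured by: beta-gal luminescence | Read-out basis: APJ–arrestin association signal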
* hit, by the source's call; x = not tested or not shown. A portion of the library, so the mix of outcomes need not match the whole.

SMILES	UPR XBP1 act	CXCR6 inh	CCR6 antag	tim23-1 inh	UPR CHOP act	EBI2 antag	APJ antagonist	Mdm2 MdmX PPI	APJ agonist
C=CCn1c(O)c(C(C)=NCCc2ccccc2)c(=O)[nH]c1=O	3	2	-9	-12	-0.3	3	9	11	-3
Cc1[nH]c2ccccc2c1CCCNC1CCCCC1	-2	5	12	-3	0.8	6	0	8	2
CN(C)CCN=Cc1c(O)n(-c2cccc(C(F)(F)F)c2)c(=O)[nH]c1=O	0	-1	-17	2	-0.3	0	12	1	0
C=C1C(O)(c2ccccc2)C2CC[N+]1(C)CC2 (configuration not stated)	1	4	1	5	0.7	-3	7	5	0
Cc1nc2ccccc2c(=O)n1-c1ccc(Cl)cc1Cl	-4	3	18	33	1.6	-6	15	-13	0
COC(=O)C1=C(c2ccc(F)cc2OCc2ccccc2)C[C@@H]2CC[C@H]1N2C(=O)N1CCC(O)(c2ccc(Cl)cc2)CC1	6	8	7	13	13	52*	1	69*	-2
CN(C)CCN(CC1CCCN(Cc2ccccc2F)C1)C(=O)Cc1c(F)cccc1F (configuration not stated)	4	-9	14	-8	1.1	2	13	12	-2
CCOC(=O)c1c(C)n(CCN2CCN(C)CC2)c2ccc(OC)cc12	0	6	-1	10	-2.5	5	6	6	-3
Cc1ccc(C(=O)N[C@@H](C)CN2C3=NC[C@@H](Cc4ccccc4)N3C[C@H]2Cc2ccc(O)cc2)cc1Br	6	x	-1	-6	-1.4	x	7	69*	-6
COc1cc2c(c(OC)c1)C(=O)OC(C)CCCC(=O)CCCCC2 (configuration not stated)	-2	3	20	34	0.7	1	15	3	-3
CCOC(=O)c1c(/N=C/C2C(=O)NC(=O)NC2=O)sc2c1CCC2	0	-8	-3	21	0.7	-1	-45	-43	4
CCN1CCN(c2ccc([N+](=O)[O-])cc2C(=O)OC)CC1	0	-9	4	2	-1.1	14	-9	3	-1
c1ccc(CCn2nnnc2CN2CCC(n3nnc4ccccc43)CC2)cc1	3	7	4	20	2.5	-4	-3	21	4
COC(=O)C1=C(c2ccc(S(C)(=O)=O)cc2)C[C@@H]2CC[C@H]1N2C(=O)N1CCC(C)CC1	0	6	2	29	-0.6	-13	22	19	-3
CC(=O)C1C(=O)NC23CCCCC2C1c1ccccc1O3 (configuration not stated)	0	1	6	4	0.6	-4	13	17	-4
Fc1ccc(Cn2nnnc2C(c2ccc(Cl)cc2)N2CC=C(c3ccc(F)cc3)CC2)cc1 (configuration not stated)	2	5	13	16	-1.7	12	-8	-7	-3
CN1[C@@H]2CC[C@H]1CC(OC(=O)C1C=Nc3ccccc31)C2 (some centres not stated)	-8	3	0	4	3.7	0	2	-16	-4
COc1ccc(Cn2c(O)c(C=NCCN3CCOCC3)c(=O)[nH]c2=O)cc1	-5	1	5	11	-2.9	-10	-1	-11	-2
Clc1ccc2sc(C3CCNCC3)nc2c1	0	3	8	14	6.8	-7	-37	-53	-5
CCCCn1c(O)c(C(CC)=Nc2ccc(OC)cc2OC)c(=O)[nH]c1=O	-3	-3	3	35	-2.6	-4	13	-2	2
CN(C(=O)COC(=O)c1cn(C)c2ccccc12)C1CCCCC1	-3	-6	5	36	-0.3	3	14	34	-4
C[N+]1(C)CCOC(O)(c2ccc(-c3ccc(C4(O)C[N+](C)(C)CCO4)cc3)cc2)C1 (configuration not stated)	-5	-1	-3	-50	-1.2	1	-8	6	2
CC(=O)Nc1cccc([As](=O)(c2cccc(NC(C)=O)c2)c2cccc(NC(C)=O)c2)c1	-2	-3	7	12	-0.1	7	-16	-24	3
COc1ccc(-n2nc(C(=O)NCC(=O)N3CCC4(CC3)OCCO4)c3ccccc3c2=O)cc1Cl	-3	0	10	19	3.2	0	5	18	1
CN1CCN(c2ccc(S(C)(=O)=O)cc2[N+](=O)[O-])CC1	-1	-7	-8	5	4.8	-7	7	-16	1
COc1ccc(OC)c(N2C(=O)NC(=O)/C(=C\c3ccc([N+](=O)[O-])s3)C2=O)c1	-3	6	16	52*	2.1	-5	-9	20	-2
COc1ccccc1N1CCN(CCc2ccccc2)CC1	-5	10	8	-7	0.1	7	4	10	-4
C=CCn1c(O)c(C(CC)=NCc2ccc3c(c2)OCO3)c(=O)[nH]c1=O	2	-3	-3	4	-1.5	-2	14	55*	1
COc1ccc(CC(C)NCCC(c2ccccc2)c2ccccc2)cc1 (configuration not stated)	-2	5	4	-4	1.0	16	15	47	-5
Cn1c(O)c(C=NC2CC3CCC2(C)C3(C)C)c(=O)[nH]c1=O (configuration not stated)	0	1	-7	31	2.3	11	10	15	0

Just CCR6 antag and APJ agonist, for two of the compounds above:
compound | CCR6 antag | APJ agonist
COc1ccccc1N1CCN(CCc2ccccc2)CC1 | 8 | -4
C[N+]1(C)CCOC(O)(c2ccc(-c3ccc(C4(O)C[N+](C)(C)CCO4)cc3)cc2)C1 (configuration not stated) | -3 | 2

New compounds follow
SMILES	UPR XBP1 act	CXCR6 inh	CCR6 antag	tim23-1 inh	UPR CHOP act	EBI2 antag	APJ antagonist	Mdm2 MdmX PPI	APJ agonist
C[C@]12CCC3C(C1CCC2=O)[C@H](O)C[C@H]1C[C@@H](O)CC[C@]31C (some centres not stated)	-2	2	5	-1	0.9	-3	8	2	-2
COc1cc(CC(C)N)c(OC)cc1I (configuration not stated)	-5	3	0	-5	-2.1	-1	11	12	0
N#Cc1ccccc1Cn1cc(C(=O)c2cccs2)c2ccccc21	-1	-2	0	61*	-0.3	2	12	-14	1
OC1/C(=C/c2ccccc2F)N2CCC1CC2 (configuration not stated)	2	7	17	-1	0.5	-4	-7	-5	-4
O=C(CN1CCN(c2ccccc2F)CC1)Nc1cccnc1Cl	-2	6	32	-9	0.2	5	24	21	0
C[N+](C)(C)CC#CCOC(=O)Nc1cccc(Cl)c1	-5	-2	2	11	-0.2	6	14	-3	-3
CCC(=NCCC(c1ccccc1)c1ccccc1)c1c(O)n(C)c(=O)n(C)c1=O	-3	10	23	-2	1.4	11	-9	7	-2
CCCCN1C(=O)NC(=O)/C(=C/c2cnc(SC)nc2)C1=O	-4	2	-12	10	0.7	-7	13	7	-3
CCC(=O)OC(Cc1ccccc1)(c1ccccc1)[C@H](C)CN(C)C (some centres not stated)	-3	0	5	5	-0.8	4	-1	13	-3
Cc1ccc(-c2nc3ccccc3c(=O)n2-c2nccs2)cc1	1	1	10	27	4.5	1	23	11	-4
CC1CCC(N(C)C2CCN(C)CC2)CC1 (configuration not stated)	-1	1	10	-18	0.9	-11	7	15	1
CCCCN1CCC(C#N)(Nc2ccccc2)CC1	-1	3	-6	10	-1.2	-5	1	-17	0
O=C1NC(=O)C(=Cc2ccc(Sc3ccccc3)o2)C(=O)N1	9	3	11	16	9.4	11	5	4	2
COc1cc(C(=O)NC(=S)N2C[C@H]3C[C@H](C2)c2cccc(=O)n2C3)cc(OC)c1OC	0	1	2	-1	1.4	-1	-42	-31	-2
CC(C)(C)NC(=O)Cn1cc(C(=O)c2ccccc2F)c2ccccc21	-1	6	7	9	-0.5	10	1	14	-4
COc1ccc(C(CC(=O)N2CCC3(CC2)OCCO3)NS(=O)(=O)c2ccc(OC)cc2)cc1 (configuration not stated)	0	5	-20	17	-1.2	5	9	16	-3
Cc1ccc(C(=O)N[C@@H](C)CN2C3=NC[C@H](Cc4ccccc4)N3C[C@H]2Cc2ccc(O)cc2)cc1Br	3	x	9	-4	3.3	x	21	98*	7
COCCNC(=O)c1c(N)n(CCC(C)C)c2nc3ccccc3nc12	2	-2	14	44	0.2	20	34	18	-11
Cc1nc2ccccc2c(=O)n1-c1ccc(Br)cc1[N+](=O)[O-]	-1	-3	7	28	-1.6	-2	-6	8	1
Cc1cc(Cl)ccc1OC(C)C(=O)O (configuration not stated)	-4	-4	3	9	-0.7	-8	-1	-20	-2
CCC1(CC)C(=O)NC(=Nc2cccc(C(F)(F)F)c2)NC1=O	3	-5	4	6	-1.4	-9	11	-3	-3
COc1cc(CN=C(C)c2c(O)n(C3CCCCC3)c(=O)[nH]c2=O)cc(OC)c1	2	-2	6	18	0.2	1	10	18	-1
Cc1cnc(-n2c(=S)[nH]c3ccccc3c2=O)s1	1	2	14	7	2.4	-8	5	26	-5
Cc1c2ccncc2c(C)c2c1[nH]c1ccccc12	-6	1	23	56*	-4.1	-3	6	98*	14
O=C(CN1CC=C(c2ccccc2)CC1)NC(=O)NCc1ccccc1	-2	2	5	17	-2.0	-1	11	-19	-1
COc1ccc(OC)c(/C=N/OC(=O)Nc2ccc(Cl)cc2)c1	-2	0	-5	27	2.7	-4	-21	15	-1
Cc1ccc(C(=O)COC(=O)Cc2ccccc2)cc1	2	5	10	-3	6.5	8	7	-3	3
C=C1N2CCC(CC2)C1(O)c1ccc(C)cc1 (configuration not stated)	-1	-3	3	0	0.9	-10	-5	7	0
COC1=CC=C2[C@H]3Cc4ccc(OC)c5c4[C@@]2(CCN3C)[C@H]1O5	-2	-1	-3	4	-1.7	-3	-2	11	-4
CCN1C(=O)NC(=O)/C(=C\c2cn(CC(=O)N3CCCC3)c3ccccc23)C1=O	-1	7	11	10	-0.1	-17	-22	7	1

Random excerpt: two records from the list, in no set order.
SMILES	UPR XBP1 act	CXCR6 inh	CCR6 antag	tim23-1 inh	UPR CHOP act	EBI2 antag	APJ antagonist	Mdm2 MdmX PPI	APJ agonist
CC(C)(C)NC(=O)Cn1cc(C(=O)c2ccccc2F)c2ccccc21	-1	6	7	9	-0.5	10	1	14	-4
Cc1[nH]c2ccccc2c1CCCNC1CCCCC1	-2	5	12	-3	0.8	6	0	8	2

Next part
SMILES	UPR XBP1 act	CXCR6 inh	CCR6 antag	tim23-1 inh	UPR CHOP act	EBI2 antag	APJ antagonist	Mdm2 MdmX PPI	APJ agonist
CCCNC(=O)N1[C@H]2CC[C@@H]1C(C(=O)OC)=C(c1cccc(C#N)c1)C2	-3	-2	10	2	-2.3	-8	0	28	-5
COc1ccc(-n2c(/C=C3/C(=O)Nc4ccccc43)nc3ccccc3c2=O)cc1	13	12	27	13	2.0	23	8	36	-1
COc1cccc(C2CCN(CC(=O)Nc3cc(Cl)ccc3OC)CC2O)c1 (configuration not stated)	-4	-13	13	25	-2.0	8	-10	1	0
C=CCn1c(O)c(C=NC2CCN(Cc3ccccc3)CC2)c(=O)[nH]c1=O	2	-9	10	2	-2.8	0	6	6	0
C=CCN1C(=O)C2(C(C(=O)OCC)=C(N)Oc3ccccc32)C2=C1CCCC2=O (configuration not stated)	0	-3	-19	18	-0.9	2	-8	-24	-1
O=S(=O)(NC1CCCCCCC1)OCC(Cl)(Cl)Cl	1	-8	3	50*	-1.3	-7	-1	-14	7
